High-throughput results: PubChem, National Center for Advancing Translational Sciences (NCATS)
L3MBTL1 block = blocks human L3MBTL1 | 230,000 compounds, 0.66% hits | AID 485360 | Q9Y468 | Potency, µM (highest dose often 57.1 µM), for inactives: at the top dose activity, negative = inhibition, actives largely listed as inhibitors | AlphaScreen L3MBTL1–H3K9me1 peptide binding; active = well fitted inhibition curve with a large enough effect; note: nearly all actives have a fitted effect of over 60% in size
Target sequence (Q9Y468 whole entry, looked up): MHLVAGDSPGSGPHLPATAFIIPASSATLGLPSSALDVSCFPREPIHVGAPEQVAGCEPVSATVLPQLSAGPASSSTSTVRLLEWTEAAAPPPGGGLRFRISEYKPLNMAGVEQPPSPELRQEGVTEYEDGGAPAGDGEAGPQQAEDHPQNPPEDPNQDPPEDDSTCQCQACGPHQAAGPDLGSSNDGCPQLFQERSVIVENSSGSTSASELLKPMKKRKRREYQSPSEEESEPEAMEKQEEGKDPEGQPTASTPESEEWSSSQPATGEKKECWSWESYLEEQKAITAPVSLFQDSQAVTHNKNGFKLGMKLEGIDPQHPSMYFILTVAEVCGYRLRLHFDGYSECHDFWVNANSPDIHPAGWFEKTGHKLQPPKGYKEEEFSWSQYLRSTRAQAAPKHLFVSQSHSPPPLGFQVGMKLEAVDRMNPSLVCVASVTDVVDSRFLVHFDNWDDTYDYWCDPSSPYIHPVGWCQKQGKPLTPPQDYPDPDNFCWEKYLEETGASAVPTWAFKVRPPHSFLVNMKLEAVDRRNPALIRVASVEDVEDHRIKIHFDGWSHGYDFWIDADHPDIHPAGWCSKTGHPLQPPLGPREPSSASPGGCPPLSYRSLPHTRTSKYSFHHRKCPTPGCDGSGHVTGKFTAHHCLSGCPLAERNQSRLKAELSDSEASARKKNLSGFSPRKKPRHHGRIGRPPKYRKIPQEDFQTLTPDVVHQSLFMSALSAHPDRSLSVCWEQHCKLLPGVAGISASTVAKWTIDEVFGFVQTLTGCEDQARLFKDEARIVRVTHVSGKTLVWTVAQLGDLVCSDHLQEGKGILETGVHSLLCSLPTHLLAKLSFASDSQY
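Read-out is AlphaScreen signal from streptavidin donor and nickel chelate acceptor beads (10 ug/mL final each) bridging L3MBTL1 (50 nM) and biotinylated K9-monomethylated H3(1-15) peptide (75 nM), after 30 min compound exposure at room temperature.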
Active calls of the source: *; & = joins results of further samples; [ ] = dose if it differs, or a comment. % is set by controls: 0 for no effect and ±100 for the full control effect; potency is the fitted concentration of half-maximal effect. A portion of the library; rates above refer to the full screens.

canonical_smiles	L3MBTL1 block
CC1(C)CC(=O)C=C(c2ccc(I)cc2)C1	-3%
Cc1ccc(C(=O)NCC(=O)N2CCCN(C)CC2)cc1C	1%
COc1ccc(NC(=O)CN(C)C(=O)CSCc2c(C)noc2C)cc1	-1%
CC(C)(C)OC(=O)N1CCC(CC2CC(c3ccncc3)=NO2)(C(=O)O)CC1 (configuration not stated)	4%
Nc1nc(N)nc(-c2cc(C(F)(F)F)ccc2Cl)n1	-1%
CC(C)C[C@@]12C(=O)N(c3cccc(F)c3)C(=O)N1[C@H](c1ccc(F)cc1)[C@@H]1C(=O)N(C3CCCCC3)C(=O)[C@@H]12	-2%
OC(CNCc1cccnc1)COc1ccc2ccccc2c1 (configuration not stated)	1%
COc1ccc(OC)c(Nc2cc(C)c3ccccc3n2)c1	-2%
O=C(NNC(=O)c1ccco1)c1csc(N2CCOCC2)n1	1%
CCCNC(=O)c1ccccc1NC(=O)c1cccc(-n2cnnn2)c1	3%

Compounds shown so far containing an aryl methoxy group, in the order listed:
canonical_smiles	L3MBTL1 block
COc1ccc(NC(=O)CN(C)C(=O)CSCc2c(C)noc2C)cc1	-1%
COc1ccc(OC)c(Nc2cc(C)c3ccccc3n2)c1	-2%

Additional records.
canonical_smiles	L3MBTL1 block
O=Cc1c(NCc2cccc(F)c2)c2ccccc2[nH]c1=O	2%
CCOc1ccc(-n2ccnc(SCC(=O)NC3CCCC3)c2=O)cc1	37%[activator]
CC(C)(Cc1cccc(CC(C)(C)C(=O)O)c1)C(=O)O	3%
CC(C)(C)OC(=O)NCCCCCNC(=O)c1[nH]cnc1C(=O)Nc1ccc(Cl)cc1	-9%
O=C(OCCCOC(=O)c1ccc([N+](=O)[O-])o1)c1ccc([N+](=O)[O-])o1	-11%
C=CCC[C@H](Cc1ccc(F)cc1)C(=O)OC[C@H](Cc1c[nH]c2ccccc12)NC(=O)[C@H](CC=C)CC(=O)N(CCO)Cc1ccccc1	-15%
O=C(CSC1=Nc2ccccc2C2CC=NN12)Nc1ccc(F)c(F)c1F (configuration not stated)	-1%
Cc1ccc(S(=O)(=O)N(CCC(=O)N2CCOCC2)c2ccccc2)cc1	4%
O=C(Cc1ccc(Cl)cc1)NNC(=O)C(=O)NC1CCCCC1	9%
COc1ccccc1-c1nn(-c2ccccc2)cc1C(=O)NC1CC1	0%
CCOc1ncccc1C(=O)NNC(=O)c1cccc(S(=O)(=O)N2CCOCC2)c1	-5%
COc1cc(C(=O)NC(C)c2ccccc2)ccc1OCC(=O)N1CCOCC1 (configuration not stated)	2%
CC(=O)c1cccc(OCC(=O)Nc2cc(S(=O)(=O)N3CCOCC3)ccc2N2CCCC2)c1	0%
Cc1csc(N2CCN(c3cc4nc(-c5ccncc5)[nH]c4cc3Cl)CC2)n1	-5%
OC(COc1ccc(Cl)cc1)CSc1ccccn1 (configuration not stated)	12%
O=[N+]([O-])c1c(NCCO)cc(N2CCCCCC2)c2nonc12	-1%
Cc1cc(C(=O)CN2C(=O)C(=O)N(Cc3ccco3)C2=O)c(C)n1CCc1ccc(F)cc1	-18%
CC(C)CN(C(=O)CCCSc1nc2ccccc2[nH]1)c1c(N)n(Cc2ccccc2)c(=O)[nH]c1=O	6%
CC(=O)C1=C(c2ccccc2)NC(=O)NC1c1ccccc1 (configuration not stated)	0%
Cc1noc(C)c1COc1ccc(C(=O)NNC(=O)c2ccccc2F)cc1	-2%
C[C@@H]1CN([C@@H](C)CO)C(=O)Cc2cc(NS(=O)(=O)c3cn(C)cn3)ccc2O[C@@H]1CN(C)C(=O)Nc1ccccc1	11%
O=C(Nc1ccncc1)c1ccc(Cl)c(Cl)c1	4%
CC(=O)Nc1ccc(S(=O)(=O)N(C)CC(=O)N2CCN(C(=O)c3ccco3)CC2)cc1	-2%
C[C@H]1NC(=O)[C@@]2(C)[C@@H](c3ccccc3)[C@H]3COc4ccccc4[C@H]3N2C1=O	2%
Cc1ccc(C(=O)NCCCN2CCOCC2)c(C)c1	1%
CC1CC(C)(C)CC2(C1)NC(=O)N(CC(=O)N1CCN(Cc3ccc(C#N)cc3)CC1)C2=O (configuration not stated)	0%
CCCCn1c(N)c(N(CCC(C)C)C(=O)c2cc(CC)c(C)s2)c(=O)[nH]c1=O	3%
Cc1ccccc1C(=O)N1CCC(C(=O)NN2C(=O)NC3(CCC(C)CC3)C2=O)CC1 (configuration not stated)	2%
Cc1cc(C)c(NC(=O)CNC(=O)COC(=O)Cc2ccccc2C)c(C)c1	-2%
CC(NS(=O)(=O)c1cc(C(F)(F)F)ccc1Cl)C(=O)N(C)C1CCN(C)CC1 (configuration not stated)	-3%
COc1cc2ccccc2cc1C(=O)N1CCN(c2ccccc2O)CC1	-4%
N#Cc1cnn2c(-c3cccc([N+](=O)[O-])c3)ccnc12	-4%
CC(C)CCOc1ccc(C(=O)NNC(=O)CNC(=O)c2ccccc2F)cc1	7%
O=C(Nc1cccc(S(=O)(=O)N2CCCC2)c1)c1ccc(Cl)nc1	1%
COc1cccc(C(=O)NCCS(=O)(=O)N2CCc3ccccc3C2)c1	0%
COc1ccc(NC(=O)CO/N=C/C(=O)Nc2ccccc2C)c([N+](=O)[O-])c1	-11%
Cc1ccc(NC(=O)CN(C)C(=O)c2ccc(Cl)c(S(=O)(=O)NCc3ccco3)c2)cc1	-6%
COc1ccc(NS(=O)(=O)c2cc(NC(=O)COc3ccc(OC)cc3)ccc2N2CCOCC2)cc1	-8%
O=C(Nc1ccc(S(=O)(=O)N2CCOCC2)cc1)C1CCN(S(=O)(=O)c2ccc(F)cc2)CC1	-6%
CCN(CC(=O)Nc1ccc(NC(C)=O)cc1)C(=O)COc1ccccc1-c1ccccc1	-1%
CC(=O)c1cccc(NC(=O)CN2CCN(Cc3ccccc3)CC2)c1	-8%
Cc1cc(Cl)cc(C)c1OCCCCCn1ccnc1	-5%
Cc1nn(CC(=O)NC2CCS(=O)(=O)C2)c(C)c1S(=O)(=O)N(C)C (configuration not stated)	0%
CCN(Cc1ccccc1)C(=O)COC(=O)Cc1c[nH]c2ccccc12	-6%
COc1cccc(OC)c1C(=O)N1CCN(Cc2cccnc2)CC1	0%
COc1ccc(C(CNC(=O)c2cccc(S(=O)(=O)Nc3ccccc3Cl)c2)N2CCOCC2)cc1 (configuration not stated)	-16%
Cc1cccc(-c2ccc3ncnc(NCc4cccs4)c3c2)c1	-4%&-3%
CC(=O)Nc1ccc(S(=O)(=O)N(C)CC(=O)OCC(=O)N(CC(C)C)C2CCS(=O)(=O)C2)cc1 (configuration not stated)	3%
CCOC(=O)c1nn(-c2ccc(F)cc2)c(=O)cc1OCC(=O)N1CCN(c2ccccc2)CC1	-11%
Cc1ccc(-n2nnnc2SCC(=O)c2c(N)n(C3CC3)c(=O)[nH]c2=O)c(C)c1	4%

4 compounds drawn at random from those above:
canonical_smiles	L3MBTL1 block
C[C@@H]1CN([C@@H](C)CO)C(=O)Cc2cc(NS(=O)(=O)c3cn(C)cn3)ccc2O[C@@H]1CN(C)C(=O)Nc1ccccc1	11%
CCOc1ncccc1C(=O)NNC(=O)c1cccc(S(=O)(=O)N2CCOCC2)c1	-5%
Cc1ccc(C(=O)NCC(=O)N2CCCN(C)CC2)cc1C	1%
Nc1nc(N)nc(-c2cc(C(F)(F)F)ccc2Cl)n1	-1%

Compounds from the list above that have two or more sulfur atoms, in the order listed:
canonical_smiles	L3MBTL1 block
O=C(Nc1ccc(S(=O)(=O)N2CCOCC2)cc1)C1CCN(S(=O)(=O)c2ccc(F)cc2)CC1	-6%
Cc1nn(CC(=O)NC2CCS(=O)(=O)C2)c(C)c1S(=O)(=O)N(C)C (configuration not stated)	0%
CC(=O)Nc1ccc(S(=O)(=O)N(C)CC(=O)OCC(=O)N(CC(C)C)C2CCS(=O)(=O)C2)cc1 (configuration not stated)	3%

Next part
canonical_smiles	L3MBTL1 block
COc1ccc(COC(=O)c2ccc(S(=O)(=O)N3CCCCC3)cc2)cc1OC	-2%
COc1ccc(NC(=O)Cc2ccc(Cl)cc2)cc1S(=O)(=O)N1CCCCC1	0%
Cc1nnc(SCC(=O)N(CC(C)C)C2CCS(=O)(=O)C2)n1N (configuration not stated)	0%
CC12CCC(=O)N1C(C(=O)NCCN1C(=O)S/C(=C\c3ccccc3F)C1=O)CS2 (configuration not stated)	-8%
COCCCNC(=O)C[C@H]1C[C@H](C(=O)N2CCCCC2)[C@@]2(C)c3[nH]c4cc(-c5ccco5)ccc4c3CCN2C1=O	-5%
CCCCOc1ccc(C(=O)NCC(=O)NC2CC2)cc1	9%
O=C(Cc1ccc([N+](=O)[O-])cc1)OCc1c(F)cccc1Cl	-8%
Cc1cc(NC(=O)COC(=O)c2ccccc2Cl)no1	5%
Cc1c(C(=O)N2CCN(C)CC2)oc2ccc(Br)cc12	-7%
Cc1c(NC(=S)NC(=O)c2ccccc2Cl)c(=O)n(-c2ccccc2)n1C	3%
CNC(=O)c1ccc(Nc2nnc(-c3ccc(O)cc3)c3ccccc23)cc1	3%
C=CCC[C@H](Cc1ccc(F)cc1)C(=O)OC[C@@H](Cc1c[nH]c2ccccc12)NC(=O)[C@@H](CC=C)CC(=O)NCCO	-7%
C=CCN(c1ccccc1)S(=O)(=O)c1cccc(C(=O)NC2CCN(Cc3ccccc3)CC2)c1	0%
Cc1ccc(NC(=O)C(C)Oc2ccccc2)cc1S(=O)(=O)N1CCCCCC1 (configuration not stated)	11%
COCCNC(=O)CN(CCc1ccccc1)S(=O)(=O)c1ccc(Br)cc1	-2%[2.29 µM]
Cc1ccccc1CC(=O)NCCN1CCCCC1	5%
COc1ccc2sc(-c3ccc(S(C)(=O)=O)cc3)c(C(=O)NCCc3c[nH]c4ccccc34)c2c1	0%
Cc1ccc(C(=O)OCC(=O)N(Cc2ccccc2)C(C)C)cc1C	8%
CCOc1ccc(S(=O)(=O)N2CCN(c3ccccn3)CC2)cc1	-2%
CCc1ccc(OCC(=O)NNC(=O)CNC(=O)c2ccc(Br)o2)cc1	2%

Continued:
SMILES | L3MBTL1 block
COC(=O)C(CC(=O)c1ccc(C)cc1)n1nc(C)cc1C (configuration not stated) | 2%
Cc1ccc(S(=O)(=O)N2CCCC2CNC(=O)c2ccc(F)c(F)c2)cc1 (configuration not stated) | 3%
CCN(c1ccccc1C)S(=O)(=O)c1cc2c3c(c1)CCN3C(=O)CC2 | -10%
O=C(N/N=C/c1ccc(F)cc1)c1ccc(-n2cnnn2)cc1 | 1%
COc1cc2c(cc1OC)CN(Cc1ccccc1)CC2 | 3%
COc1ccc(-c2csc3ncnc(N4CCN(S(=O)(=O)c5cccc(C(F)(F)F)c5)CC4)c23)cc1 | 0%
O=C(Nc1ccccc1)Nc1nnc(Cc2ccccc2F)s1 | -4%
CC(=O)c1ccc(NC(=S)NC(=O)/C=C/c2ccccc2)cc1 | 50%[activator]
O=S1(=O)[C@H]2C[C@H](CO)O[C@@]2(CO)CN1Cc1ccc(-c2ccc(F)cc2)cc1 | 2%
CCN(CC(=O)Nc1cccc(S(=O)(=O)N(C)c2ccccc2)c1)Cc1cccs1 | -4%
C[C@H]1CN([C@@H](C)CO)C(=O)Cc2cc(NC(=O)C3CC3)ccc2O[C@H]1CN(C)Cc1ccc(Oc2ccccc2)cc1 | -13%
O=C(N[C@H]1C/C=C\C[C@H](CC(=O)N(CCO)Cc2ccccc2)C(=O)N[C@@H](c2ccccc2)COC1=O)OCC1c2ccccc2-c2ccccc21 | -6%
COc1ccc(OC)c(/C=C2\N=C(c3ccccc3)OC2=O)c1 | 1%[2.29 µM]
O=C(C[C@@H]1C/C=C/CC[C@@H](Cc2ccc(F)cc2)C(=O)O[C@@H](c2ccccc2)CNC1=O)NCCO | 3%
O=C(NCCc1ccccc1)c1cccc2c1C(=O)c1ccc(N3CCOCC3)cc1S2(=O)=O | 4%
CCCCc1c(O)nc(SC2CC(=O)N(c3ccc(C(=O)OCC)cc3)C2=O)[nH]c1=O (configuration not stated) | 4%
Nc1ccc(C(=O)N2CCN(S(=O)(=O)c3ccc(Cl)cc3)CC2)cc1[N+](=O)[O-] | -12%
Cc1ccc2nc(SCC(=O)Nc3cc(C)on3)nc(=O)n2c1 | 2%
Nc1ccc(C(=O)N/N=C\c2ccc(OC(=O)c3ccccc3Cl)cc2)cc1 | -5%
O=C(Cc1ccsc1)N1CCN(S(=O)(=O)c2ccccc2F)CC1 | -3%
COc1ccc(CCN(C)C(=O)c2ccc3c(=O)n4c(nc3c2)CCCCC4)cc1OC | 5%
O=C(NCCCN1CCOCC1)c1cccc(S(=O)(=O)N2CCN(c3ccccc3)CC2)c1 | 4%
NS(=O)(=O)c1cccc(NC(=O)c2ccc(S(=O)(=O)N3CCCCCC3)cc2)c1 | -3%
CC(=O)c1cccc(NC(=O)CN2C(=O)NC(C)(C)C2=O)c1 | 10%
CC(=O)Nc1ccc(NC(=O)C(C)OC(=O)CCSc2ccccc2Cl)cc1 (configuration not stated) | 7%
O=S(=O)(NCc1ccc2c(c1)OCO2)c1ccc(F)cc1 | 3%
Cn1c(SCc2ccccc2C#N)nnc1-c1ccncc1 | 1%
CC1CCCCC1NC(=O)CCS(=O)(=O)c1ccc(Cl)cc1 (configuration not stated) | 0%
C=CCn1c2ccccc2c(=O)c2cc(C#CC[C@@H](C)O)ccc21 | 36%[activator]
CCN(CC)S(=O)(=O)c1cc(C(=O)Nc2cc(S(=O)(=O)N3CCOCC3)ccc2N2CCCC2)ccc1F | -1%
O=C(COC(=O)CCCN1C(=O)c2cccc3cccc(c23)C1=O)NC1CCS(=O)(=O)C1 (configuration not stated) | 3%
O=C(NCc1ccncc1)c1cccc(S(=O)(=O)Nc2ccc(F)cc2)c1 | -8%
Cc1n[nH]c(=O)c2c(NC(=O)COC(=O)c3cccc(OC(F)F)c3)oc(C)c12 | 4%
Cc1ccc(NC(=O)CSc2nc(=O)n(CCCN(C)C)c3c2CCC3)c(C)c1 | 12%
